Bioassay records (PubChem)
TGFb SMAD3 inh: inhibitors of TGF-b signaling. HepG2 CAGA-GFP TGF-b/SMAD3 reporter, GFP fluorescence, 18 h; TGF-beta stimulated, 500 pg/mL final. 410,000 compounds, 1.2% hits. Potency, µM (series often up to 46.1 µM), for inactives: at the top dose activity, negative = inhibition, actives largely listed as inhibitors; also: % is scaled to controls: 0 for no effect and ±100 for the full control effect; nearly all actives have a fitted effect of over 65% in size
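Smad-responsive CAGA-GFP expression was quantified in HEPG2 cells exposed to compounds and 500 pg/mL final TGF-beta for 18 h at 37 degrees C; unstimulated wells defined full inhibition.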
S2 tox: viability counter-screen for ATXN expression inhibitors; 400,000 compounds, 0.49% hits; AID 651635; Potency, µM (doses to about 56.7 µM), most hits filed as cytotoxic; S2 cells (HEK-293 line with an ATXN2-luciferase reporter) viability, CellTiter-Fluor protease fluorescence, 24 h; also: nearly all actives have a fitted effect of over 40% in size
Nrf2 activator: Nrf2 pathway activation. AREc32 ARE-luciferase reporter (MCF7-derived line), luminescence, 24 h. Potency, µM (titrated, usually from 46.1 µM), for inactives: at the top dose activation, most hits filed as activators. 410,000 compounds, 0.31% hits. AID 624171; also: % of control where 0% means no effect; nearly all actives have a fitted effect of over 65% in size
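Nrf2 activation is followed as ARE-luciferase induction in the AREc32 line after one day of compound treatment; luminescence is read with Steady-Glo.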
HepG2 viability: counter-screen for TGF-b inhibitors: cytotoxicity in HepG2 cells | HepG2 CAGA-GFP viability, ATP luminescence, 18 h | Potency, µM (top dose mostly 46.1 µM), inactives show at the highest dose activity change, negative = cytotoxicity, most hits filed as cytotoxic | 410,000 compounds, 0.76% hits | AID 588856; also: some results filed as inactive show a strong effect at the top dose
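HepG2 CAGA-GFP cells (1000/well, DMEM with 1% FBS) received compound, then TGF-beta at 500 pg/mL final, and were incubated 18 hours at 37 degrees C. Viability was read by CellTiter-Glo luminescence. Media-only wells were set as complete cell-killing and DMSO as no toxicity.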
MCF10A rereplic: induces DNA re-replication in MCF 10a normal breast cells | MCF 10A DNA re-replication, Hoechst nuclear intensity, 48 h | Potency, µM (series often up to 46.1 µM), for the others: at the top dose activity, positive = re-replication, hits mostly activators | 350,000 compounds, 2.9% hits; also: % of control where 0% means no effect; nearly all actives have a fitted effect of over 50% in size
ATXN2 expr inh: reduces ATXN2 reporter expression in HEK-293 cells; HEK-293 ATXN2-luciferase reporter, luminescence, 24 h; Potency, µM (highest dose often 57 µM), without a hit: at the highest dose activity change, negative = inhibition, hits mostly inhibitors; 360,000 compounds, 0.72% hits; also: % is scaled to controls: 0 for no effect and ±100 for the full control effect; nearly all actives have a fitted effect of over 55% in size
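ATXN2-luciferase reporter cells (luciferase flanked by upstream and downstream ATXN2 gene portions) were treated 24 h at 37 °C with compounds at up to 57 uM. SteadyGlo luminescence gave expression; GF-AFC fluorescence gave viability.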
A549 viability: A549 cytotoxicity, counter-screen for Nrf2 inhibitors; AID 504648; A549 ARE-Fluc cells, CellTiter-Fluor viability, 18-24 h; 390,000 compounds, 0.16% hits; Potency, µM (doses to about 46 µM), inactives show at the top dose activity change, negative = cytotoxicity, usual class: inhibitors; also: % is scaled to controls: 0 for no effect and ±100 for the full control effect
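A549 ARE-Fluc cells in 5% FBS OPTI-MEM, 5000 cells/well, rested 2 h then exposed to compounds in concentration-response for 18-24 h at 37 °C. Viability by CellTiter-Fluor fluorescence (Ex 405/Em 525) after 30 min; luciferase luminescence (BugLite, 15 min, RT) read afterwards.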
Nrf2 block: blocks Nrf2 signaling; A549 ARE-Fluc reporter, luciferase luminescence, 18-24 h; Potency, µM (highest dose often 46 µM), without a hit: top-dose activity change, negative = inhibition, most hits filed as inhibitors; 360,000 compounds, 2.1% hits; also: % is scaled to controls: 0 for no effect and ±100 for the full control effect; nearly all actives have a fitted effect of over 60% in size
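Two sequential reads on A549 ARE_Fluc cells exposed to compound for 18-24 h: a CellTiter-Fluor fluorescence read for viability, then a luciferase luminescence read for Nrf2/ARE activity.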
EPAC2 antagonist: EPAC2 (human) antagonism | Q8WZA2 | EPAC2 GEF exchange of Rap1B-BODIPY-GDP, fluorescence | Potency, µM (titrated, usually from 114 µM), for inactives: at the top dose activity, negative = inhibition, most hits filed as inhibitors | 360,000 compounds, 0.18% hits | AID 720708; also: % is scaled to controls: 0 for no effect and ±100 for the full control effect; nearly all actives have a fitted effect of over 45% in size; many of its hits are not listed in these tables
Target sequence (Q8WZA2 whole entry, looked up): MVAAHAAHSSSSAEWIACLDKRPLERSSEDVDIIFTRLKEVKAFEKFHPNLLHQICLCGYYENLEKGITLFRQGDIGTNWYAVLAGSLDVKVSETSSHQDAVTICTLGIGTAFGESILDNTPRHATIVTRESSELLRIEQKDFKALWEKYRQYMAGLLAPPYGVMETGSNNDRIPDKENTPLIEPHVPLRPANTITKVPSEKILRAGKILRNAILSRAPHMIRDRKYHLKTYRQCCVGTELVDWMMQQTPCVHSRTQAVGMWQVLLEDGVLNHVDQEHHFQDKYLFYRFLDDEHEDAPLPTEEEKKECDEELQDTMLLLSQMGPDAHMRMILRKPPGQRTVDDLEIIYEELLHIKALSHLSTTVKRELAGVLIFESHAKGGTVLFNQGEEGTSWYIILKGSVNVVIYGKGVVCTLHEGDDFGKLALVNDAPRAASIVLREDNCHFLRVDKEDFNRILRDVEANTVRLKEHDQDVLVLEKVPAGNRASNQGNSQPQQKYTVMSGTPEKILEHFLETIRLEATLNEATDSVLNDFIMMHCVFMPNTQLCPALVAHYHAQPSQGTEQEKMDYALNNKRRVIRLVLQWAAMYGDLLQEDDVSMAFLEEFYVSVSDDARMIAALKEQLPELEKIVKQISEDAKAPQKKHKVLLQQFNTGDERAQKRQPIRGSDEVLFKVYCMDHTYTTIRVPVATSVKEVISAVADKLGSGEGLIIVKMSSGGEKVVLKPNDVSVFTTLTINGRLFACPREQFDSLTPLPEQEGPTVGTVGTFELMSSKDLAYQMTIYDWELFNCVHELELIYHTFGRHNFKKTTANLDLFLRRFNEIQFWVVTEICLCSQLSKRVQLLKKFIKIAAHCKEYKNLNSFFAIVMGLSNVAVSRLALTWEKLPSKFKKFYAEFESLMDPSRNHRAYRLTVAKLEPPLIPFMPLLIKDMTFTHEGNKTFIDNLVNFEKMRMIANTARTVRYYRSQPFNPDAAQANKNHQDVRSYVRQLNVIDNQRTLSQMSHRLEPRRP
Active calls of the source: *; i = inactive; ? = inconclusive; · = no result given; [ ] = remark or other dose. Calls follow the shape of the dose curve; as a rule, active = well fitted curve in the direction sought with a large enough effect; inconclusive = small, poorly fitted or top-dose-only effect, or another doubt; inactive = no such curve, though single readings can be large; an effect the other way counts as inactive or inconclusive. Potency is read from the fitted curve at half-maximal effect. A portion of the library; count on the stated rates, not on these rows.

Compound | ATXN2 expr inh | HepG2 viability | TGFb SMAD3 inh | A549 viability | MCF10A rereplic | EPAC2 antagonist | Nrf2 activator | Nrf2 block | S2 tox
COc1ccc2c(c1)c(C(O)CN1CCC(Cc3ccccc3)CC1)c(C)n2C (centres undefined) | -9% | -25% | ? | -9% | 21% | -2% | 6.0% | 1% | ?
CC(=O)NCCNc1nc2cc(-c3ccc(C(=O)N4CCN(C)CC4)cc3)sc2c(=O)n1C | 6% | 24% | 45%[activator] | · | · | 12% | -0.7%[9.22 µM] | · | i
CCOC(=O)C1CCCN(C(=O)c2cccc(S(=O)(=O)NCc3ccccc3)c2)C1 (centres undefined) | · | -16% | -15% | · | · | 1% | -0.1% | · | i
Cc1cc(NCc2ccc(F)cc2)nc2cc(Cl)ccc12 | · | -20% | ? | 17% | 37% | -26% | 6.0% | 13% | i
COC(=O)CCC(=O)OC1(C)C(=O)C=C2C=C(C3CC3)N(c3cccc(C#N)c3)C=C2C1=O (centres undefined) | 2% | 8% | 9% | -9% | 1% | 3% | 0.4% | 22% | i
COc1ccc(NC(=O)NCCN2CCN(c3cccc(Cl)c3)CC2)cc1 | -20% | -33% | -13% | -20% | 17% | -4% | -0.5% | 0% | i
CCOC(=O)C1=C(COC(=O)CNS(=O)(=O)c2ccc(C)c(C)c2)NC(=O)NC1C (centres undefined) | · | -41% | 6% | · | · | -6% | 0.6% | · | i
O=C(Nc1ccccn1)c1cc2ccccc2o1 | 16µM* | 7.9µM* | 0% | 0% | 1% | -1% | ? | ? | i
COC(=O)c1ccc(C2SCC(=O)N2Cc2ccccc2)cc1 (centres undefined) | · | 4% | 0% | -4% | -11% | -25% | -0.4% | 2% | i
C#CCNC(=O)C1=C[C@@H](c2ccc(Br)cc2)[C@H](CCCO)[C@@H](OCC)O1 | -5% | -8% | -4% | -7% | 8% | -17% | 0.0% | 10% | i
CC(C)c1onc(C(=O)N2CCOCC2)c1[N+](=O)[O-] | 16% | -6% | -15% | -5% | -5% | -9% | -2.6% | -7% | i
O=C(O)CSCc1ccc(Cl)cc1 | 4% | -66% | -1% | 9% | 6% | -8% | -0.3% | 1% | i
COCCN(C(=O)CC(C)(C)C)c1nnc(-c2cccnc2)s1 | 8% | -5% | ? | -2% | -4% | -5% | 0.5% | -9% | i
CCCN(Cc1nnc(-c2cccs2)o1)C(=O)CN1C(=O)NC2(CCC(C)CC2)C1=O (centres undefined) | · | -10% | -25% | -4% | 1% | 8% | -0.1% | -12% | i
CCOC(=O)c1cccc(NC(=O)CSc2nnc(C3CCCCC3)n2CC)c1 | -2% | -10% | -10% | 3% | -2% | -2% | -0.4% | 6% | i
O=C(Nc1ccccc1OC(F)F)c1ccccc1 | 2% | -6% | 4% | 13% | 0% | -1% | 0.4% | · | i
O=C(Oc1cccc(NC(=O)c2ccco2)c1)c1cccc(S(=O)(=O)N2CCCC2)c1 | 16% | -3% | -12% | · | 4% | -16% | 5.7% | 4% | i
FC(F)(F)c1nnc(-c2ccccc2)nc1Oc1ccccc1 | 0% | 0% | -6% | · | ? | 2% | 0.3% | -7% | i
COc1ccc(O)c(CN2CCCC(C(=O)Nc3cccc(-n4cccn4)c3)C2)c1 (centres undefined) | -11% | -27% | -15% | -5% | 6% | -1% | 5.1% | 1% | i
O=C(NNS(=O)(=O)c1ccc(Cl)cc1)C1CCN(Cc2ccccc2)CC1 | -13% | -8% | -4% | 3% | -1% | 6% | 0.1% | 2% | ?
S=C(NCCCN1CCOCC1)N1CCN(c2nc(-c3ccc(Cl)cc3)cs2)CC1 | 3.2µM* | 11µM* | 13µM* | ? | ? | -11% | -2.8% | 13µM* | ·
CCN(CC)c1ccc(NC(=O)CCS(=O)(=O)c2cc3c(cc2Cl)NC(=O)CO3)c(C)c1 | 3% | -17% | 0% | ? | · | · | -1.9% | 16µM* | i
CC1(C(=O)NS(=O)(=O)C2CC2)CCN(C(=O)c2ccccc2C(F)(F)F)C1 (centres undefined) | -1% | -22% | -4% | · | · | -3% | -0.5% | · | i
COc1ccc(C(=O)N2c3ccc(F)cc3CCC2C)cc1OC (centres undefined) | -7% | -5% | -3% | -15% | 16% | 4% | 2.7% | -8% | i
FC(F)(F)c1ccccc1Cc1c(C2CCCCC2)nc2ccc(Cl)cn12 | ? | -31% | ? | · | · | -13% | 3.7% | · | 18µM*
Cc1cccc(C(=O)OCC(=O)c2c(C)[nH]c3ccccc23)c1O | 35%[activator] | -2% | -1% | -3% | 10% | -2% | 5.2% | 10% | i
Oc1cccc(CN2CCOCC2)c1O | -6% | -2% | -12% | 1% | 18% | 6% | 5.6% | -1% | ?
CCOC(=O)NCc1ccc2c(c1)OCO2 | 5% | 13% | -7% | 4% | 0% | 2% | -1.1% | · | i
Cn1c(=O)c2c(n(Cc3ccccc3)c1=O)NC(=O)C2CC(=O)N1CCc2ccccc2C1 (centres undefined) | 2% | -2% | -14% | 0% | ? | -7% | 9.0% | -20% | i
COc1ccc(-c2[nH]nc3oc(=O)cc(C)c23)cc1 | -7% | -6% | -5% | -14% | 25% | -3% | 3.6% | -25% | i
Cc1ccsc1/C=C(\C#N)C(=O)Nc1c(C)n(C)n(-c2ccccc2)c1=O | 4% | -2% | 18% | -1% | -5% | -2% | -0.5% | -18% | i
N/C(=N\OC(=O)COc1ccccc1)c1ccccn1 | · | -4% | 8% | 12% | 4% | 9%[57.1 µM] | 3.8% | ? | i
CNc1cnc(-c2ccc(F)c(F)c2F)cn1 | 50%[activator] | -37% | -27% | · | · | -3% | 5.4% | · | i
CCOc1ccc(-c2nc(Cn3c(=O)cc(-c4ccccc4)c4c(C)nn(C)c43)c(C)o2)cc1OC | 1% | 2% | -4% | 21% | · | · | -0.4% | ? | i
Cc1cc2c(c(=O)n1CCN(C)C)C(c1ccc(Cl)cc1)C(C#N)=C(N)O2 (centres undefined) | 0% | -10% | 2% | -4% | 0% | 5% | -0.1% | 13% | i
Clc1ccc(CNc2cnccn2)cc1 | 5% | -1% | -42% | -1% | 0% | -4% | 3.4% | -26% | i
O=C(NCc1ccccn1)NC1CCCCC1 | 8% | 4% | -4% | -1% | -2% | 6% | -0.8% | 3% | i
CCc1ccc(NC(=O)Cc2cn(C)c3ccccc23)cc1 | 22% | -2% | 8% | 4% | ? | -6% | 3.5% | 37% | i
COc1ccccc1NCCC(=O)OCC(=O)NCc1ccco1 | 5% | 9% | -17% | 1% | 5% | 0% | 2.3% | 4% | i
COCCNc1c(-c2ccc(OC)cc2)nc2ccc(Cl)cn12 | 18% | -17% | -8% | 7% | ? | -22% | 18% | -4% | ?
Cc1ccccc1NC(=O)c1c(NC(=O)c2ccccc2F)sc2c1CCC(C)C2 (centres undefined) | 1% | -17% | -4% | 1% | · | · | -0.3% | 6% | i
COCCNC(=O)C1(C)CCCN(Cc2csc(-c3ccc(Cl)cc3)n2)C1 (centres undefined) | 0% | -23% | -6% | · | · | -18% | 4.3% | · | ?
CN1/C(=C\C(=O)c2cccs2)C(C)(C)c2ccccc21 | 13% | 1% | -28% | -1% | 4.1µM* | 13% | 0.1% | 7% | i
COc1ccc(C2=C(C)C(N3CCC(C(=O)Nc4ccccc4F)CC3)=NS2(=O)=O)cc1 | -12% | -5% | -2% | 0% | · | · | 0.8% | -23% | i
CCOc1ccc(NC(=O)CN(C)C(=O)c2cc3c(s2)CCC3)cc1OCC | · | -12% | -4% | · | · | 2% | -0.8% | · | i

Arranged by formula weight (highest first): part of the list above.
Compound | ATXN2 expr inh | HepG2 viability | TGFb SMAD3 inh | A549 viability | MCF10A rereplic | EPAC2 antagonist | Nrf2 activator | Nrf2 block | S2 tox
CC(=O)NCCNc1nc2cc(-c3ccc(C(=O)N4CCN(C)CC4)cc3)sc2c(=O)n1C | 6% | 24% | 45%[activator] | · | · | 12% | -0.7%[9.22 µM] | · | i
CCCN(Cc1nnc(-c2cccs2)o1)C(=O)CN1C(=O)NC2(CCC(C)CC2)C1=O (centres undefined) | · | -10% | -25% | -4% | 1% | 8% | -0.1% | -12% | i
Cc1ccccc1NC(=O)c1c(NC(=O)c2ccccc2F)sc2c1CCC(C)C2 (centres undefined) | 1% | -17% | -4% | 1% | · | · | -0.3% | 6% | i
CCOC(=O)c1cccc(NC(=O)CSc2nnc(C3CCCCC3)n2CC)c1 | -2% | -10% | -10% | 3% | -2% | -2% | -0.4% | 6% | i
CC1(C(=O)NS(=O)(=O)C2CC2)CCN(C(=O)c2ccccc2C(F)(F)F)C1 (centres undefined) | -1% | -22% | -4% | · | · | -3% | -0.5% | · | i
Cc1cc2c(c(=O)n1CCN(C)C)C(c1ccc(Cl)cc1)C(C#N)=C(N)O2 (centres undefined) | 0% | -10% | 2% | -4% | 0% | 5% | -0.1% | 13% | i
COCCN(C(=O)CC(C)(C)C)c1nnc(-c2cccnc2)s1 | 8% | -5% | ? | -2% | -4% | -5% | 0.5% | -9% | i
COc1ccccc1NCCC(=O)OCC(=O)NCc1ccco1 | 5% | 9% | -17% | 1% | 5% | 0% | 2.3% | 4% | i
Cc1cccc(C(=O)OCC(=O)c2c(C)[nH]c3ccccc23)c1O | 35%[activator] | -2% | -1% | -3% | 10% | -2% | 5.2% | 10% | i
CN1/C(=C\C(=O)c2cccs2)C(C)(C)c2ccccc21 | 13% | 1% | -28% | -1% | 4.1µM* | 13% | 0.1% | 7% | i
COc1ccc(-c2[nH]nc3oc(=O)cc(C)c23)cc1 | -7% | -6% | -5% | -14% | 25% | -3% | 3.6% | -25% | i
CCOC(=O)NCc1ccc2c(c1)OCO2 | 5% | 13% | -7% | 4% | 0% | 2% | -1.1% | · | i
Clc1ccc(CNc2cnccn2)cc1 | 5% | -1% | -42% | -1% | 0% | -4% | 3.4% | -26% | i
O=C(O)CSCc1ccc(Cl)cc1 | 4% | -66% | -1% | 9% | 6% | -8% | -0.3% | 1% | i
